Screens as filed in PubChem.
NCI-60 one-dose screen, 48 h, at 10 µM unless noted. Numbers give growth in % (100 = growth as untreated, 0 = no growth, -100 = all killed).
OVCAR-8: OVCAR-8 ovarian cancer; actives 4.4% (n = 81,000)
IGROV1: IGROV1 ovarian cancer | AID 1794786 | actives 4.7% (n = 79,000)
ACHN: ACHN renal cancer; actives 4.9% (n = 81,000)
OVCAR-4: OVCAR-4 ovarian cancer cells | actives 3.7% (n = 80,000)
A498: A498 renal cancer cells; actives 5.4% (n = 76,000); AID 1794774
RXF 393: RXF 393 renal cancer cells; actives 6.9% (n = 77,000)
OVCAR-3: OVCAR-3 ovarian cancer. actives 7% (n = 79,000). AID 1794787
OVCAR-5: OVCAR-5 ovarian cancer; AID 1794783; actives 2.9% (n = 82,000)
SK-OV-3: SK-OV-3 ovarian cancer cells; actives 3.2% (n = 80,000)
Active calls of the source: *; x = not tested or not shown; [ ] = dose if it differs, or a comment. Rule for the calls: active = growth percent below 10; inactive = the rest. Compounds as they come. About 11% of those tested had a hit in this group.

Sample of the layout:
SMILES | OVCAR-8 | IGROV1 | ACHN | OVCAR-4 | A498 | RXF 393 | OVCAR-3 | OVCAR-5 | SK-OV-3
C#CC#CC#CC#CC#CC#CC#CC#CC[C@H]1OC[C@@H](COC(=O)O[C@@H](C(=O)O[C@H]2C[C@@]3(O)[C@@H](OC(=O)c4ccccc4)[C@@H]4[C@]5(OC(C)=O)CO[C@@H]5C[C@H](O)[C@@]4(C)C(=O)[C@H](OC(C)=O)C(=C2C)C3(C)C)[C@@H](NC(=O)c2ccccc2)c2ccccc2)O1 | 60 | 49 | 90 | 68 | 45 | 51 | 23 | 47 | 62
Cc1nc([P+](c2ccccc2)(c2ccccc2)c2ccccc2)c(N2CCOCC2)o1 | 105 | 84 | 105 | 91 | 86 | 132 | 75 | 102 | 104
Cc1nc(N)sc1Sc1nc2ccc(Cl)cc2c(=O)n1-c1ccc(Oc2ccccc2)cc1 | 75 | 101 | 79 | 41 | 40 | 86 | 91 | 88 | 104
COc1ccc(/C(C)=N/NC(=O)CSc2nc3ccccc3c(=O)n2Cc2ccc(S(N)(=O)=O)cc2)c(OC)c1 | 100 | 104 | 105 | 101 | x | 102 | 111 | 99 | 114
C=CCc1c2c(c(OC)c3ccoc13)C(=O)/C(=C/c1ccccc1OC)O2 | 39 | 55 | 59 | 70 | 46 | 25 | 41 | 114 | 80

All compounds of this part, repeating the preview:
SMILES | OVCAR-8 | IGROV1 | ACHN | OVCAR-4 | A498 | RXF 393 | OVCAR-3 | OVCAR-5 | SK-OV-3
C#CC#CC#CC#CC#CC#CC#CC#CC[C@H]1OC[C@@H](COC(=O)O[C@@H](C(=O)O[C@H]2C[C@@]3(O)[C@@H](OC(=O)c4ccccc4)[C@@H]4[C@]5(OC(C)=O)CO[C@@H]5C[C@H](O)[C@@]4(C)C(=O)[C@H](OC(C)=O)C(=C2C)C3(C)C)[C@@H](NC(=O)c2ccccc2)c2ccccc2)O1 | 60 | 49 | 90 | 68 | 45 | 51 | 23 | 47 | 62
Cc1nc([P+](c2ccccc2)(c2ccccc2)c2ccccc2)c(N2CCOCC2)o1 | 105 | 84 | 105 | 91 | 86 | 132 | 75 | 102 | 104
Cc1nc(N)sc1Sc1nc2ccc(Cl)cc2c(=O)n1-c1ccc(Oc2ccccc2)cc1 | 75 | 101 | 79 | 41 | 40 | 86 | 91 | 88 | 104
COc1ccc(/C(C)=N/NC(=O)CSc2nc3ccccc3c(=O)n2Cc2ccc(S(N)(=O)=O)cc2)c(OC)c1 | 100 | 104 | 105 | 101 | x | 102 | 111 | 99 | 114
C=CCc1c2c(c(OC)c3ccoc13)C(=O)/C(=C/c1ccccc1OC)O2 | 39 | 55 | 59 | 70 | 46 | 25 | 41 | 114 | 80
NCCN1CCN(c2nccc(-c3ccc4ccccc4c3)n2)CC1 | 71 | 51 | 47 | 79 | 62 | 43 | 74 | 74 | 89
O=C(N/N=C/c1ccc2c(c1)OCO2)c1ccc([N+](=O)[O-])cc1 | 95 | x | 99 | 103 | x | 100 | 115 | 103 | 104
O=C1CC(c2ccccc2)Oc2cc(O)cc(O)c21 (centres undefined) | 105 | 94 | x | 102 | 112 | 106 | 95 | 100 | 96
COc1ccc(-c2nc(-c3ccccc3)c(-c3ccccc3)n2-c2ccc(S(=O)(=O)Nc3ncccn3)cc2)cc1 | 71 | 69 | 87 | 84 | 33 | x | 73 | 88 | 88
O=C1Nc2ccccc2C1(O)c1ccccc1 (centres undefined) | 109 | x | 106 | 104 | 80 | 116 | 108 | 105 | 116
CCCCN(C(C)=O)c1ccccc1 | 100 | 67 | 97 | 96 | 95 | 118 | 77 | 97 | 104
CCN1CC(=O)N(C)C1=S | 97 | 95 | 105 | 105 | 88 | 114 | 108 | 100 | 100
NNc1nc2nc(-c3ccccc3)cn2[nH]1 | 97 | 77 | 96 | 101 | 106 | 117 | x | 110 | 91
C/C=C(\C)C(=O)N[C@H]1C(O)C[C@]2(C)C3CC[C@@]4(C)C(CC[C@@H]4C(C)N(C)C)C3CCC2C1O (some centres undefined) | 84 | 66 | 60 | 24 | 93 | 81 | 33 | 95 | 88
COc1ccc(CCN(CC(=O)N(CC(N)=O)C2CCC[C@@H]2OCc2ccccc2)C(=O)CN(C(=O)CN(CCc2ccc(Cl)cc2)C(=O)CN(C(=O)CN(C)Cc2ccccc2F)[C@H](C)C2CCCCC2)[C@H](C)C2CCCCC2)cc1OC (some centres undefined) | 32 | 43 | 29 | 49 | 32 | -10* | 33 | 49 | 38
O=C(Nc1cccc(-n2cc(-c3ccncc3)c(-c3cc(O)cc(Cl)c3)n2)c1)c1ccc(N2CCOCC2)c(C(F)(F)F)c1 | 23 | 44 | 21 | 77 | 73 | -46* | 36 | 81 | 51
Cc1cc2cc3n(c2nn1)N=C(Cl)CC3 | 107 | 96 | 89 | x | x | 62 | 112 | 135 | 127
COc1ccc(-c2nc(-c3nc4cc(Cl)c(Cl)cc4[nH]3)c3ccccn23)cc1 | 32 | 76 | 29 | -34* | 41 | -39* | 39 | 92 | -25*
CC1[C@H]2[C@H](C[C@H]3[C@@H]4CC=C5c6sc(Nc7ncccn7)nc6CC[C@]5(C)[C@H]4CC[C@@]32C)O[C@]12CC[C@@H](C)CO2 (some centres undefined) | 80 | 99 | 100 | 101 | 83 | 116 | 102 | 106 | 97
COc1ccc2cc(-c3cnc4nonc4n3)ccc2c1 | 24 | 60 | 51 | 50 | 61 | 23 | 11 | 76 | 71
COc1cc2c(cc1OC)-c1cc(OC)c(OC)cc1C(CN(C)C)C2 (centres undefined) | x | 61[100 µM] | 45[100 µM] | -21*[100 µM] | 53[100 µM] | 42[100 µM] | 60[100 µM] | 86[100 µM] | 7.0*[100 µM]
CCOC(=O)/C(=C\c1ccccc1)C(=O)O | 114 | 110 | 108 | 106 | 99 | 94 | 105 | 110 | 114
CC(=O)C1=NN(c2ccccc2)C2NC(=O)/C(=C\c3cn(-c4ccccc4)nc3-c3cc4ccccc4o3)C(=O)N12 (centres undefined) | 90 | 83 | 95 | 101 | 109 | 92 | 90 | 97 | 89
COc1ccc(Nc2cnc3cc(NS(=O)(=O)c4ccc(C)cc4)ccc3n2)cc1 | 82 | 65 | 90 | 87 | 78 | 100 | 80 | 96 | 88
CCOc1cc(-c2nc3ccccc3s2)ccc1O | 99 | 111 | 103 | 80 | 91 | 114 | 103 | 120 | 121

Continued (three carried over from the part before).
SMILES | OVCAR-8 | IGROV1 | ACHN | OVCAR-4 | A498 | RXF 393 | OVCAR-3 | OVCAR-5 | SK-OV-3
CC(=O)C1=NN(c2ccccc2)C2NC(=O)/C(=C\c3cn(-c4ccccc4)nc3-c3cc4ccccc4o3)C(=O)N12 (centres undefined) | 90 | 83 | 95 | 101 | 109 | 92 | 90 | 97 | 89
COc1ccc(Nc2cnc3cc(NS(=O)(=O)c4ccc(C)cc4)ccc3n2)cc1 | 82 | 65 | 90 | 87 | 78 | 100 | 80 | 96 | 88
CCOc1cc(-c2nc3ccccc3s2)ccc1O | 99 | 111 | 103 | 80 | 91 | 114 | 103 | 120 | 121
O[C@H]1CO[C@H]2[C@@H]1OC[C@@H]2Oc1ccc(Nc2ncnc3ccsc23)cc1Cl | 97 | 94 | 76 | 95 | 72 | 94 | 97 | 92 | 99
CCC(=O)c1cc2cccc(OC3OC(C(=O)O)C(O)C(O)C3O)c2c(O)c1C(C)=O (centres undefined) | 94 | 104 | 102 | 107 | 89 | 107 | 102 | 104 | 97
O=C(Nc1ccc2ccccc2c1)OC1CCS(=O)(=O)C1 (centres undefined) | 112 | 97 | 94 | 100 | 72 | 102 | 103 | 90 | 103
Nc1ncc2[nH]c(N)nc2n1 | 87 | 117 | 98 | 106 | x | 104 | 113 | 95 | 104
COC(=O)Cc1cc(O)cc2oc(-c3ccc(O)c(O)c3)cc(=O)c12 | 98 | 107 | 95 | 93 | 105 | 107 | 107 | 99 | 102
O=c1c2cc(Br)cc(Br)c2nc(-c2ccc(Cl)cc2)n1/N=C/c1cccc(F)c1 | 29 | 33 | 11 | -11* | 101 | 47 | 50 | 61 | 52
COc1cc(C(=O)NNC2CCC(=O)N2)cc(OC)c1OC (centres undefined) | 105 | 106 | 100 | 100 | 102 | 108 | 103 | 103 | 102
CSC(=N\N=C(/C)c1ccc(Br)cc1)/N=C/N(C)C | 93 | 107 | 105 | 104 | 80 | 103 | 100 | 96 | 131
CC(C)CC(=O)c1ccco1 | 99 | 100 | 102 | 94 | x | 101 | 105 | 87 | 92
CCOc1ccc(CO)cc1 | 104 | 105 | 105 | 102 | 89 | 113 | 110 | 108 | 105
CS(=O)(=O)c1ccc(-c2cc3c(Nc4ccc(F)c(Cl)c4)ncnn3c2)cn1 | 91 | 51 | 57 | 69 | 75 | 103 | 47 | 93 | 98
C(=Nc1ccc(-c2ccc(N=Cc3ccccc3)cc2)cc1)c1ccccc1 | 109 | 88 | 101 | x | 98 | 113 | 111 | 116 | 103
Cc1[nH]c2ccccc2c1CCCO | 96 | 107 | 105 | 106 | 95 | 23 | 119 | 92 | 116
O=C(CN1CCN(c2cc(=O)[nH]c3ccc(F)cc23)CC1)Nc1cccc([N+](=O)[O-])c1 | 89 | 91 | 92 | 89 | 74 | 97 | 105 | 98 | 99
COCCn1c(=S)sc2c(NCc3ccc(Cl)cc3)nc(-c3ccc(Cl)cc3)nc21 | 95 | 111 | 102 | 74 | 98 | 82 | 121 | 111 | 112
O=S(=O)(CCc1ccccc1)CS(=O)(=O)CCc1ccccc1 | 108 | 96 | 102 | 107 | x | 139 | 110 | 98 | 110
Fc1ccc(Nc2ncnc3ccc(-c4cn[nH]c4)cc23)cc1Cl | 44 | 5.6* | 26 | 55 | 7.8* | 40 | 51 | 76 | -12*
C/C(=C\CCc1ccsc1)CC/C=C(\C)CCC1OC1(C)C (centres undefined) | 99 | 114 | 102 | 92 | 75 | x | 113 | 111 | 99
Cc1cccc(C(=N)c2ccccc2Cc2ccccc2)c1C | 112 | 95 | 97 | 85 | 57 | 103 | 106 | 92 | 97
N#Cc1c(-c2ccc(Cl)cc2)c(C#N)c(=O)n(Cc2nc3ccccc3[nH]2)c1N | 93 | 81 | 97 | 97 | 107 | 70 | x | 106 | 95
O=C1CS/C(=N/c2nnc(-c3ccc(O)cc3)s2)N1 | 109 | 107 | 103 | 110 | 108 | 125 | 107 | 103 | 82
O=C(NCc1ccco1)Nc1cc(Cl)ccc1Cl | 102 | 111 | 119 | 94 | 83 | 116 | 102 | 109 | 105
C/C(=C(/c1ccccc1)c1ccc(N2C(=O)c3cccc4c(Nc5ccc(F)cc5)ccc(c34)C2=O)cc1)c1ccccc1 | 93 | 68 | 87 | 72 | 100 | 73 | 95 | 89 | 102
CC(C)(C)OC(=O)N1CCC[C@]2(C)[C@H]3CC[C@@H]4[C@H]5[C@H]6OC[C@@]5(CCC6(C)C)CC[C@@]4(C)[C@]3(C)CC[C@H]2C1(C)C | 102 | 109 | 111 | 109 | 113 | 116 | 126 | 104 | 125
CN1CCN(Cc2ccc(NC(=O)c3cncc(C#Cc4cnc5ccc(NC6CCOCC6)nn45)c3)cc2C(F)(F)F)CC1 | -52* | -21* | -96* | -29* | x | -94* | x | 0.2* | -23*
O=C1CCC(N2C(=O)C(=O)c3ccccc32)N1 (centres undefined) | 110 | 103 | 110 | 119 | x | 133 | 103 | 105 | 107
C[C@H]1C(=O)N(Cc2cccnc2)[C@@H](C)C(=O)N1Cc1cccnc1 | 98 | 106 | 112 | 106 | 98 | 109 | 107 | 110 | 86
O=c1ccc2ccc(OCCN3CCCCC3)cc2o1 | 95 | 110 | 104 | 113 | 85 | 114 | 113 | 102 | 83

Single entries from the entries so far:
OVCAR-8 with CCOC(=O)/C(=C\c1ccccc1)C(=O)O → 114
OVCAR-5 with C[C@H]1C(=O)N(Cc2cccnc2)[C@@H](C)C(=O)N1Cc1cccnc1 → 110
